# Compound activity as filed in PubChem.
# GASC-1 inh – blocks human GASC-1 demethylase activity; Q9H3R0; AID 2099; actives 0.069% (n = 330,000); inhibition, % at 2.35 µM; GST-JMJD2C(1-420) H3K9me3 demethylation, DELFIA europium;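 active = more than half of a compound's replicate wells show inhibition beyond 50%, single wells judged on their own value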;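 also: signal counts dimethyl H3K9 product captured on neutravidin plate; 0% = median of DMSO wells and 100% = 0.3 times that DMSO median; strong numbers were not always called active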
# proCasp3 act – activates human procaspase-3. activation, % at 8.5 µM. recombinant procaspase-3 D3A, Ac-DEVD-pNA absorbance 405 nm. P42574. AID 463141. actives 0.11% (n = 330,000);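 active = activation above the mean of all tested compounds plus 3 SD, cut at about 21% in these data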;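 also: 0% = DMSO alone and 100% = DMSO wells spiked with extra 5 µM PC-3 D3A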
#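 Test system: Procaspase-3 D3A mutant, all three cleavage aspartates alanine | Dosing: Single dose, 8.5 µM nominal compound, 0.8% DMSO | Schedule: 1 h preincubation, 2 h reaction | Technique: 405 nm absorbance of p-nitroaniline, reads at 0 and 120 min | Repeats: One well per compound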
# procasp7 counter – activates human procaspase-7, counter-screen for procaspase-3 activators; recombinant procaspase-7, Ac-DEVD-pNA absorbance 405 nm; D23A/D198A/D206A triple mutant, cannot self-cleave; scale: DMSO 0, 5 µM enzyme 100; activation, % at 8.5 µM; actives 0.093% (n = 330,000); AID 463210;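 active = percent activation above the screen-wide mean plus 3 SD, cut at about 25% in these data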
#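 Assay system: Uncleavable procaspase-7 mutant enzyme | Input: 2 µM procaspase-7 mutant as dispensed | Timing: 1 h compound preincubation, 2 h substrate cleavage, 25 °C | Repeats: One well per compound | Control set: DMSO wells as 0%, DMSO with 5 µM added PC-7 as 100% | Technique: Epi-absorbance of released pNA at 405 nm, two timepoints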
# RPL19A-GFP yeast – modulators of TOR pathway RPL19A-GFP in S. cerevisiae; S. cerevisiae RPL19A-GFP strain, flow cytometry, 3 h; active compounds read low; percent response vs DMSO, % at 10 µM; actives 0.3% (n = 330,000); AID 2025;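 active = percent response vs DMSO below 50%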;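 also: median channel GFP fluorescence of the barcoded RPL19A-GFP strain; ratio of sample median GFP to plate DMSO average so 100% = DMSO; lower means less RPL19A-GFP as with rapamycin TOR inhibition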
# MEP2-GFP yeast – yeast TOR pathway MEP2-GFP modulation | S. cerevisiae MEP2-GFP strain, flow cytometry GFP, 3 h; 100% = DMSO control level | GFP response vs DMSO, % at 10 µM | actives 0.51% (n = 330,000) | AID 2016;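 active = GFP response versus DMSO above a set limit, roughly screen mean plus 3 SD, cut at about 180% in these data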;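 also: median GFP fluorescence of the barcode-gated MEP2-GFP cells per well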
# LAP4-GFP MLPCN – alters LAP4-GFP fluorescence in TOR pathway yeast screen; AID 2023; GFP response vs DMSO, % at 10 µM; actives 0.34% (n = 320,000); S. cerevisiae LAP4-GFP multiplex, flow cytometry GFP, 3 h; median GFP as percent of DMSO wells;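 active = GFP response vs DMSO above a set limit, about the screen mean plus 3 SD, cut at about 150% in these data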
# CR mimetic SO – yeast age-related superoxide inhibition as caloric restriction mimetic; S. cerevisiae aged cells, superoxide DHE fluorescence; active compounds read low; superoxide response (% of plate mean), % at 10 µM; actives 0.18% (n = 330,000);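 active = superoxide response under a set limit, about three screen SD below normal, cut at about 65% in these data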;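 also: yeast aged for seven days with compound at 30 °C before DHE staining; 100% = average MFI of all compound-treated wells on the plate with controls excluded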
# AHR act – activates the human aryl hydrocarbon receptor. actives 2.5% (n = 320,000). AID 2796. AHR-responsive luciferase reporter cells, luminescence. activation, % at 5 µM. P35869; in the data active = activation above about 47%;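 also: 0% = vehicle wells and 100% = reference agonist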
# Target sequence (P35869 whole entry, looked up): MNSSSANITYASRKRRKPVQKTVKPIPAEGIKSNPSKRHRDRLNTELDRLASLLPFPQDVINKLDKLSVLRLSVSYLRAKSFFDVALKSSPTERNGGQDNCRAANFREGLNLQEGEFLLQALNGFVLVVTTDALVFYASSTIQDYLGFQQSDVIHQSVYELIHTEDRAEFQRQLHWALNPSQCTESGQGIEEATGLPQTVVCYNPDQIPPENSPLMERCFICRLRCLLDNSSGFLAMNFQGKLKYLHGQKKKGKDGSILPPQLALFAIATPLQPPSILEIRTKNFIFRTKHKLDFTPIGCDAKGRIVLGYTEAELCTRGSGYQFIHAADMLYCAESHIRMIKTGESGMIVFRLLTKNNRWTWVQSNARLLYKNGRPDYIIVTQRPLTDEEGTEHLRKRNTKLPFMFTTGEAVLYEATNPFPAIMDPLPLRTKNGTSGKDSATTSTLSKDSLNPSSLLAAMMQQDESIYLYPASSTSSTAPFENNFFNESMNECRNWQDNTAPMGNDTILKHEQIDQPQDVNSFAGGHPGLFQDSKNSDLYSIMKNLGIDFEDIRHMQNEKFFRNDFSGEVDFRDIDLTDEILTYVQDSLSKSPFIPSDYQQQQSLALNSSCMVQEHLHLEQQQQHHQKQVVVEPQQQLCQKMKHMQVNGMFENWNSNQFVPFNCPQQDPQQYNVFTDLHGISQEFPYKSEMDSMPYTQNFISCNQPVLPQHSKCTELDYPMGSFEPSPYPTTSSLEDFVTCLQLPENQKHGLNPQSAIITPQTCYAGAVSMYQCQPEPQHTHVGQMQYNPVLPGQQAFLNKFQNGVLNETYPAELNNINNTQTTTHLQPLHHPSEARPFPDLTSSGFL
# * = called active by the depositor; x = no result given; [ ] = dose if it differs, or a comment.
SMILES,GASC-1 inh,proCasp3 act,procasp7 counter,RPL19A-GFP yeast,MEP2-GFP yeast,LAP4-GFP MLPCN,CR mimetic SO,AHR act
CCOCCc1c(O)nc(SCC(=O)N2CCOCC2)[nH]c1=O,-9.8,6.7,6.3,64.1[may fluoresce violet],170.7[may fluoresce violet],80.9[may fluoresce violet],92.9,0.7
COc1cc(S(C)=O)ccc1-c1nc2ncccc2[nH]1 (centres undefined),x,-6.2,2.1,97.2,94.9,112.2,118.0,21.3
Cn1ccnc1SCCC#N,-3.7,6.0,0.2,100.6,119.5,101.0,104.8,-0.5
O=C(Nc1cccc(-n2cnnn2)c1)c1ccc(C(F)(F)F)cc1,2.7,7.8,-5.8,97.3,99.2,103.3,85.6,68.8*
O=C(O)C1CCN(C(=O)c2scc3c2OCCO3)CC1,5.5,4.2,1.5,97.8,102.8,103.0,115.3,0.6
CCOC(=O)c1c(C)c(C(=O)N2CCCCCC2)c(C)n1CC,1.1,2.8,2.9,101.7,107.4,102.8,90.3,0.9
Cn1c(SCC(=O)Nc2ccccc2O)nnc1-c1ccco1,1.0,-0.3,12.6,102.9,94.9,87.8,103.9,12.6
CC(NC(=O)c1cc(Br)ccc1Br)c1ccccc1 (centres undefined),-2.6,-1.8,10.1,97.9,96.9,92.2,99.0,-1.2
CCOc1ccc(OCC)c(Nc2cc(C)nc3ncnn23)c1,0.7,3.4,1.6,97.5,103.9,99.4,90.2,20.5
CCCCC(CC)C1OCC(CN2CCCCC2)O1 (centres undefined),-0.5,-6.2,-0.8,88.2,90.9,94.0,85.1,2.7
COCCN1C2=C(C(=O)CC(C)(C)C2)C(c2ccc(OC)c(OC)c2)C2=C1CC(C)(C)CC2=O,2.3,2.2,2.9,99.8,101.8,84.3,97.4,-1.4
CC(C)(O)P(C)(=O)c1ccccc1 (centres undefined),3.0,-4.0,2.3,104.1,103.5,97.1,85.8,-1.4
COc1ccccc1OC(=O)Cc1cccc2ccccc12,10.5,1.6,4.3,104.1,107.1,95.3,105.6,1.9
COc1ccc(S(=O)(=O)N2CCCCC2)cc1NC(=O)CCCOc1ccccc1,-3.9,4.4,0.2,100.8,100.6,101.7,113.2,0.0
COc1cccc(CNC(=O)C2CCN(S(=O)(=O)c3ccc4c(c3)CC(C)N4C(C)=O)CC2)c1 (centres undefined),-15.2,4.2,-0.7,97.2,99.2,99.6,105.4,1.3
c1ccc(-c2nnc3ccc(N4CCC5(CC4)OCCO5)nn23)cc1,-6.7,8.8,-0.8,101.4,104.1,102.0,86.9,25.6
Cc1ccccc1N1C(=O)[C@@H]2Cc3ccccc3CN2C1=O,-4.7,-5.5,7.5,85.4,89.0,84.5,100.8,-0.6
O=C(NO)c1ccc(OC(F)F)cc1,2.1,-9.5,-0.1,98.3,101.8,94.5,113.2,1.2
CCC(C)NC(=O)c1ccccc1NC(=O)c1ccc(CSc2ccccc2)cc1 (centres undefined),7.2,0.3,4.7,92.4,98.3,118.8,98.8,-1.6
CCOC(=O)c1[nH]c2cc(OC)c(OC)cc2c1N,5.4,9.4,-2.9,99.6,103.3,83.8,94.5,-5.1

# Exported with two lines to a compound: four of the compounds above.
# Second line of a record – GASC-1 inh, proCasp3 act, procasp7 counter, RPL19A-GFP yeast, MEP2-GFP yeast, LAP4-GFP MLPCN, CR mimetic SO, AHR act
- CC(C)(O)P(C)(=O)c1ccccc1 (centres undefined)
  3.0, -4.0, 2.3, 104.1, 103.5, 97.1, 85.8, -1.4
- COc1ccccc1OC(=O)Cc1cccc2ccccc12
  10.5, 1.6, 4.3, 104.1, 107.1, 95.3, 105.6, 1.9
- COCCN1C2=C(C(=O)CC(C)(C)C2)C(c2ccc(OC)c(OC)c2)C2=C1CC(C)(C)CC2=O
  2.3, 2.2, 2.9, 99.8, 101.8, 84.3, 97.4, -1.4
- c1ccc(-c2nnc3ccc(N4CCC5(CC4)OCCO5)nn23)cc1
  -6.7, 8.8, -0.8, 101.4, 104.1, 102.0, 86.9, 25.6

# New compounds follow:
SMILES,GASC-1 inh,proCasp3 act,procasp7 counter,RPL19A-GFP yeast,MEP2-GFP yeast,LAP4-GFP MLPCN,CR mimetic SO,AHR act
CCC(CO)n1c(SCc2cc(=O)oc3cc(C)ccc23)nc2ccccc2c1=O (centres undefined),113.2,5.8,3.0,97.7,97.5,97.7,106.5,2.3
CC(C)C(NC(=O)c1ccc(S(=O)(=O)N2CCOCC2)cc1)c1nc2ccccc2[nH]1 (centres undefined),-3.2,8.0,-1.2,99.1,106.2,98.2,98.9,0.9
O=S(=O)(Nc1ccccc1)c1ccc(NS(=O)(=O)c2c(F)cccc2F)cc1,35.7,4.3,0.8,94.7,101.3,77.9,106.5,-0.1
COc1ccccc1CNC(=O)C1CCCN(c2cnccn2)C1 (centres undefined),7.4,7.7,-9.3,96.5,105.4,96.3,94.2,30.4
C/C(=N/NC(=O)c1ccncc1)c1ccc(NC(=O)c2ccc(Cl)cc2Cl)cc1,-2.5,-2.1,-5.0,103.6,97.0,93.4,95.9,8.2
Cc1ccc(C)c(NS(=O)(=O)c2ccc(OCC(=O)N3CCCC3)cc2)c1,-16.7,2.9,9.7,92.0,90.9,93.1,108.2,-4.0
Cc1cccc(C)c1NC(=O)c1cccc(N2C(=O)C3CCC(C)CC3C2=O)c1 (centres undefined),1.5,13.6,7.4,100.2,108.4,108.8,91.1,-0.8
Cc1[nH]c(=O)c(C#N)c(C)c1Br,11.1,-0.5,15.0,95.9,102.3,101.7,116.1,0.4
COc1ccc(N2CCN(C(=O)c3ccc(CNS(=O)(=O)c4cc(C)ccc4C)cc3)CC2)cc1,4.7,x,x,104.8,96.5,67.8,102.7,x
COCCCN1C(=O)c2ccc(C(=O)OCC(=O)N(CCC#N)c3cc(C)cc(C)c3)cc2C1=O,0.4,6.2,0.4,100.7,102.7,105.2,89.9,2.0
CNC(=O)CN(c1cccc2ccccc12)S(C)(=O)=O,5.1,4.4,8.9,102.5,101.6,95.3,103.9,-0.3
NC(=O)CN(c1ccc(Cl)cc1)S(=O)(=O)c1ccccc1,-5.7,7.3,-0.8,95.3,87.0,94.2,91.5,1.0
CC(C)[N+](C)(CCOC(=O)C1c2ccccc2Oc2ccccc21)C(C)C,-10.8,0.1,5.2,92.6,96.7,123.4,96.5,2.7
COC(=O)c1cscc1NC(C)=O,1.3,-2.1,17.1,x,103.6,100.1,104.1,1.9
CC(C)c1ccc(C(=O)CN2C(=O)NC3(CCc4ccccc43)C2=O)cc1 (centres undefined),-3.9,-4.6,-8.6,103.1,99.8,99.9,97.8,5.0
COc1ccc(C(=O)c2c3ccc([N+](=O)[O-])cc3[n+]([O-])n2CCCN)cc1,1.7,9.4,-11.3,99.6,99.7,102.6,98.3,8.2
CC(=O)c1ccc(N2CCN(C(=O)c3ccc(-c4ccccc4)cc3)CC2)cc1,-6.9,3.2,-1.2,97.1,104.7,115.2,90.3,-4.8
C=CCN1C(=O)/C(=C/c2ccc(O)c(OC)c2)S/C1=N/c1nccs1,-4.9,-30.6,-26.2,93.0,84.9,92.3,109.8,0.8
CCn1ncc(-c2cc(C(=O)O)no2)c1C,-23.3,0.2,-5.5,102.9,112.5,121.5,87.1,80.4*
O=C(CNC(=O)C1COc2ccccc2O1)N/N=C\c1ccc(Cl)cc1 (centres undefined),7.1,0.0,5.5,93.8,100.6,107.5,119.7,0.2
Cc1cccc(C)c1NC(=O)C1(N(Cc2ccco2)C(=O)CC2NC(=O)NC2=O)CCCCC1 (centres undefined),-7.9,5.4,12.1,99.9,101.7,98.2,100.8,2.2
COc1ccc2cc(S(=O)(=O)n3cnc(C)c3)ccc2c1,-18.7,-3.1,-1.7,93.6,97.9,99.7,101.2,2.2
CCn1c(C)nc2cc(C(=O)N3N=C(CCOC)CC3(O)C(F)(F)F)ccc21 (centres undefined),-4.4,0.6,5.0,100.2,96.5,104.5,105.6,0.0
CC1(CO)COC(c2ccccc2)=N1 (centres undefined),-2.0,6.0,6.0,100.0,96.4,107.7,97.3,1.0
Cc1cc(C(=O)OCC(=O)Nc2ccc(F)cc2[N+](=O)[O-])c2ccccc2n1,7.0,-1.4,4.1,106.9,109.0,95.6,110.2,6.7
c1ccc(-c2noc(COc3ccc4c(c3)OCO4)n2)cc1,-1.0,5.8,1.6,102.8,98.8,105.0,103.0,8.9
CC1(C(=O)NC2CCCCCCC2)CCC(=O)N1CCN1CCOCC1 (centres undefined),0.4,11.2,-3.3,94.3,96.5,98.0,105.7,-0.4
CCOCCCNC(=O)C(NC(=O)CNC(=O)c1ccccc1)c1ccc(OC)cc1 (centres undefined),-3.2,0.2,8.3,97.4,97.2,104.1,114.0,6.5
N#Cc1ccncc1Sc1ccc(Cl)cc1,-9.3,-3.8,3.1,103.4,106.2,93.8,122.4,3.2
CC(CC(=O)Nc1ncc([N+](=O)[O-])s1)c1ccccc1 (centres undefined),1.0,-5.3,-4.3,106.1,111.7,106.4,94.6,1.5
CCOC(=O)CN(C)C(=O)CCc1nnc(-c2ccsc2)o1,-3.6,3.7,7.3,100.4,101.8,90.1,76.5,5.0
COc1cccc(NC(=O)CN(C)C(C)C(=O)NC(=O)NC2CCCCC2)c1 (centres undefined),15.6,5.7,-7.7,98.9,99.6,100.9,128.5,4.6
COc1ccc(NC(=O)c2cc(Cl)ccc2Cl)c([N+](=O)[O-])c1,10.8,-0.3,1.5,103.2,100.9,103.7,101.5,19.2
CC(=O)Nc1c(O)nc(SCC(=O)Nc2ccc(C(C)=O)cc2)[nH]c1=O,-10.2,-4.7,-13.1,99.4,102.8,98.1,99.2,-1.8
O=C(Nc1ccc2c(c1)OCCO2)c1ccc(CN2CCOCC2)cc1,6.5,7.8,0.5,93.4,90.1,85.4,103.6,5.9
COc1ccc(NC(=O)c2[nH]ncc2[N+](=O)[O-])cc1,-7.5,5.7,1.7,106.5,104.3,102.7,106.5,1.1
CCNC(=O)/C(=C\c1ccccc1)NC(=O)/C=C/c1ccccc1,19.2,9.9,0.7,108.4,106.4,98.3,89.2,0.5
COc1ccc(OCC(=O)Nc2ccccc2C(=O)N2CCCC2)cc1,-5.1,-1.6,6.5,91.5,97.9,90.8,100.0,-1.3
CC1=NOC(=O)/C1=C/c1ccc(O)cc1,-4.3,-2.8,6.4,101.3,96.9,93.9,101.8,1.3
CCC(Sc1nc(-c2ccccc2)c(-c2ccccc2)[nH]1)C(=O)O (centres undefined),-3.0,7.1,5.3,98.7,89.0,79.0,107.5,1.8
COC(=O)c1cccc(NS(=O)(=O)c2ccc(OC)c(C(=O)N3CCOCC3)c2)c1C,-11.9,-18.3,-0.8,104.2,105.7,94.5,107.1,-4.2
COc1ccc(-c2noc(N3CCCC(C(=O)Nc4cc(F)ccc4F)C3)n2)cc1 (centres undefined),127.5,3.0,1.6,110.0,97.3,102.6,91.5,4.2
CC1(C)Nc2ccccc2C(=O)N1c1ccc(Br)cc1,-12.1,1.7,-1.2,101.8,102.8,97.3,100.2,59.0*
